# TbPYK inhibitor: qHTS of Trypanosoma Brucei Inhibitors | Potency, µM (series often up to 76.8 µM), without a hit: top-dose activity, negative = inhibition, hits mostly inhibitors | hit rate 0.12% among 410,000 | TbPYK enzyme, Kinase-Glo Plus ATP luminescence, 45 min | pyruvate kinase (Trypanosoma brucei), Q57TT1 | AID 624173, 2012; active = well fitted inhibition curve with a large enough effect; also: nearly all actives have a fitted effect of over 50% in size
#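 Assay buffer: 50 mM TEA pH 7.2, 100 mM KCl, 10 mM MgCl2, 0.05% BSA, 0.01% Tween-20. Pyruvate kinase from T. brucei plus substrate met compound, then ADP (130 uM final). Luminescence was read post 45 min RT.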
# Numbers without * were called inactive; [ ] = remark or other dose. % is scaled to controls: 0 for no effect and ±100 for the full control effect; potency is read from the fitted curve at half-maximal effect. These rows are one share of the data; count on the stated rates, not on these rows.
SMILES,TbPYK inhibitor
COc1ccc(CC(=O)Nc2nc3c(s2)CC(C)CC3)cc1 (stereo unspecified),-3%
COc1ccc(-c2cc3nc(NCc4ccc(NC(C)=O)cc4)n(C)c(=O)c3s2)cc1OC,2%
COC(=O)c1nnn(CC(=O)Nc2c(C)cccc2C)c1N,-2%
CCOC1=C2CN(S(=O)(=O)c3ccc(Cl)cc3)[C@H](c3ccccc3)C[C@@H]2N(S(=O)(=O)c2ccc(C)cc2)[C@H](c2ccccc2)C1,-2%
Cc1c(C(=O)NCc2ccc(C(F)(F)F)cc2)sc(=O)n1Cc1ccc(S(=O)(=O)N(C)C)cc1,0%
CCOC(=O)C1=CCN(S(=O)(=O)c2ccc(C)cc2)C1c1cccc(F)c1 (stereo unspecified),5%
CCCCn1nnnc1C(c1ccccc1)N1CCN(c2ncccn2)CC1 (stereo unspecified),3%
CCC(C)NC(=O)Cn1c(=O)n(-c2ccc(C)cc2)c(=O)c2ccccc21 (stereo unspecified),-5%
CN1OC[C@@H]2CN(C(=S)NCCc3ccccc3)[C@H](c3ccc(-n4ccnc4)cc3)C[C@@H]21,4%
Cc1csc(=O)n1CCC(=O)OCC(=O)Nc1ccc(N2CCOCC2)cc1,3%
CCn1c(CNC(=O)c2ccc(OC)cc2)nnc1SCC(=O)Nc1ccc(F)cc1,4%
O=C(/C=C/c1ccccc1)Nc1nc2n(n1)C(c1ccc(Cl)cc1)C=C(c1ccccc1)N2 (stereo unspecified),3%
Cc1ccc(C(=O)NCCN2CCC(n3c(=O)[nH]c4ccccc43)CC2)cc1,0%
COc1ccc(OCC(=O)OCc2cc(=O)n3cc(C)sc3n2)cc1,2%
COc1cccc(Cn2c3ccc(NC(=O)CCc4ccc(F)cc4)cc3c(=O)n2C)c1,-2%
COc1cccc(OCc2cc(C(=O)N(C)C3CCCCC3)no2)c1,-12%
Cc1cc(C)cc(NC(=O)c2cc3c(=O)n(Cc4ccco4)ccc3nc2C)c1,-6%
Cc1ccc(C)c(-n2nnc(-c3nc(-c4ccc(Cl)cc4)no3)c2N)c1,3%
COc1cccc2cc(-c3nc4ccc(C)cc4[nH]3)c(=O)oc12,-1%
Cc1ccc(-n2c(=O)c3c(C)c(C)sc3n(CC(=O)NCc3ccccc3)c2=O)cc1C,-4%
CN1CCN(C(=O)Nc2cccc(Cl)c2)c2cccnc21,3%
CC(C)c1ccc(Nc2ncc3c(n2)CCN(C(=O)NC2CCCCC2)C3)cc1,-1%
Nc1[nH]c(C(=O)c2ccccc2)c(-c2ccccc2Cl)c1C(=O)c1ccccc1,-4%
CNc1ncnc2c1ncn2[C@H]1CN(Cc2ccccc2)C[C@@H](CO)O1,10%
Cc1cc(C)c2nc(C)cc(Nc3cccc(C(=O)O)c3)c2c1,-1%

# Gathered by group, the entries above containing two or more sulfur atoms
SMILES,TbPYK inhibitor
CCOC1=C2CN(S(=O)(=O)c3ccc(Cl)cc3)[C@H](c3ccccc3)C[C@@H]2N(S(=O)(=O)c2ccc(C)cc2)[C@H](c2ccccc2)C1,-2%
Cc1c(C(=O)NCc2ccc(C(F)(F)F)cc2)sc(=O)n1Cc1ccc(S(=O)(=O)N(C)C)cc1,0%

# More results
SMILES,TbPYK inhibitor
Cc1c(C(=O)NCCc2ccc(Cl)cc2)sc2nc3n(c(=O)c12)CCCC3,-6%
COCc1cccc(-c2csc(C(O)c3ccc(OC)cc3)n2)c1 (stereo unspecified),3%
CCCNC(=O)c1ccccc1NC(=O)c1nsc2ccccc12,-12%
CCc1ccc(NC(=O)c2sc3nc(C)c(Cl)c(C)c3c2N)cc1,4%
CN(C)c1ccc(CN(Cc2ccco2)C(=O)c2ccc(F)cc2)cc1,3%
COc1ccc(-n2ncc(C(=O)N3CCN(c4cc(C)ccc4C)CC3)c2C2CCN(C(=O)OC(C)(C)C)CC2)cc1,-3%[15.4 µM]
CCc1ccc(NC(=O)Cn2ccn(Cc3ccccc3OC)c(=O)c2=O)cc1,-4%
Cc1ccc(C)c(Cn2c(=O)n(-c3ccccc3)c(=O)c3c4c(sc32)CCCC4)c1,-13%
COc1ccc(NC(=O)c2sc3nc(C)c(C(=O)Nc4ccc(C)cc4C)c(-c4ccc(C)o4)c3c2N)cc1,-8%
COc1cccc(OCc2nc3ccccc3n2CCOc2ccc(C)cc2)c1,-2%
CCNC(=O)C1(C)CCCN(Cc2ccc3ccccc3c2Br)C1 (stereo unspecified),1%
Cc1nc(-c2ccccc2)sc1C(=O)NS(=O)(=O)c1ccc(CN2CCN(c3ccccc3)CC2)cc1,-17%
CN(C)c1cccc(C(=O)Nc2ccc(-c3nc4ccccc4s3)cc2)c1,-1%
COc1cccc(NC(=O)CSc2nc3cc(OC)c(OC)cc3c3nc(-c4ccccc4)nn23)c1,3%
COc1ccc(CCNC(=O)c2ccc3c(Cl)c4c(nc3c2)CCCC4)c(OC)c1,-5%
CCCS(=O)(=O)NC(=O)C1(C)CCN(C(=O)c2ccc(OC)c(F)c2)C1 (stereo unspecified),0%
Cc1ccc(NC(=O)C2CCC(CNS(=O)(=O)c3cccc4nsnc34)CC2)c(Cl)c1 (stereo unspecified),6%
CC1(C(=O)NC2CCCC2)CCC(=O)N1CCOc1ccccc1 (stereo unspecified),6%
O=C(NCc1cccnc1)C(=O)NCC1OCCCN1S(=O)(=O)c1cc(F)ccc1F (stereo unspecified),2%
COCCCN1C(=O)C(CC(=O)NCC2CCCCC2)CC(C(=O)N(C)C)=C1C (stereo unspecified),3%
O=C(COC(=O)c1cccc(S(=O)(=O)N2CCCC2)c1)Nc1ccc(Cl)cc1,7%
CCOC(=O)c1ccccc1NC(=O)c1cc2ccc3cccnc3c2[nH]1,-10%
CNc1nc(Nc2ccc(C)cc2C)c2sccc2n1,-1%
Cc1cccc(C)c1NC(=O)CCCn1c(=O)c2cccn2c2ccccc21,-4%
c1ccc(Cn2ccnc2C2OCCO2)cc1,2%

# Further compounds
SMILES,TbPYK inhibitor
CC(=O)Nc1cnc(-c2ccc(O)cc2C)cn1,2%
Cc1ccc(F)c(S(=O)(=O)NC(=O)C2(C)CCN2C(=O)Cc2cccc3ccccc23)c1 (stereo unspecified),-1%
CC1=C(C(=O)N(C(C)C)C(C)C)CC(CC(=O)NCCc2ccccn2)C(=O)N1CCC1=CCCCC1 (stereo unspecified),6%
Cc1ccc([C@H]2C[C@H](n3cc(-c4ccc(F)cc4)nn3)[C@@H](O)CN2C(=O)c2cccs2)cc1,-9%
Cc1ccc2oc(-c3cc(NC(=O)/C=C/c4ccco4)ccc3Cl)nc2c1,-10%
CSc1ccc(C(O)c2ncc(-c3ccccc3Cl)[nH]2)cc1 (stereo unspecified),-3%
O=C(c1cnccn1)N1CCC2(CC1)CN(c1ccncc1)C2,2%
CCc1cccc(CC)c1NC(=O)CCS(=O)(=O)c1ccc(Br)cc1,-21%[15.4 µM]
O=C(c1ccccc1Cl)N1c2ncnn2C2(CCCCC2)[C@@H]2CCCC[C@@H]21,2%
CCOc1ccc(C(=O)NCCc2csc(-c3ccc(C(F)(F)F)cc3)n2)cc1OCC,-4%
CCOc1ccc(NC(=O)c2ccc(CN3C(=O)C(C)=C(c4ccc(C)cc4)S3(=O)=O)cc2)cc1,-7%
COc1ccc(NC(=O)CSc2nnc(NC(=O)Nc3ccccc3)s2)c(OC)c1,0%
C[C@@H]1COc2cccc(N3CCC[C@@H]3CO)c2S(=O)(=O)N1,-1%
COc1ccc(CC(=O)NCc2ccc3c(c2)CCN3C(C)=O)cc1,2%
O=C(c1[nH]c(C(F)(F)F)nc1-c1ccccc1)N1CCN(CCN2CCOCC2)CC1,0%
COCCn1c(=O)c(-c2ccc(F)cc2)nc2cncnc21,-1%
Cn1c(=NC(=O)CS(=O)(=O)c2ccccc2)sc2cc(F)ccc21,-2%
CC(C)CC(N)c1csc(NC(=O)Nc2ccccc2C(C)(C)C)n1 (stereo unspecified),2%
COc1ccccc1-c1ccc2c(c1)C(C)(Cc1ccc(OC(F)(F)F)cc1)C(=O)N2 (stereo unspecified),2%
CCCN(CCC)C(=O)CSc1nnc2cc(C)c3ccccc3n12,-19%
COc1ccc(C(=O)c2oc3ccccc3c2NC(=O)c2cccc(OC)c2)cc1,3%
Cc1cccc(CNC(=O)Cn2nc(C)c3nn(-c4ccc(Cl)cc4)c(C)c3c2=O)c1,2%
Brc1ccc2nc(-c3ccccc3)c(Cc3ccsc3)n2c1,-13%
O=C(C1CC1)N1CCc2cc(Br)cc(S(=O)(=O)N3CCN(c4cccc(C(F)(F)F)c4)CC3)c21,-5%
COc1ccc(-c2nc(Cn3c(SCc4cccc(C(F)(F)F)c4)nc4cccnc43)c(C)o2)cc1OC,5%

# 3 entries from above, with bars between the fields.
canonical_smiles | TbPYK inhibitor
COc1ccc(CC(=O)NCc2ccc3c(c2)CCN3C(C)=O)cc1 | 2%
CSc1ccc(C(O)c2ncc(-c3ccccc3Cl)[nH]2)cc1 (stereo unspecified) | -3%
C[C@@H]1COc2cccc(N3CCC[C@@H]3CO)c2S(=O)(=O)N1 | -1%

# Three entries already listed, arranged by number of heavy atoms, lowest first:
SMILES,TbPYK inhibitor
O=C(c1ccccc1Cl)N1c2ncnn2C2(CCCCC2)[C@@H]2CCCC[C@@H]21,2%
COc1ccc(C(=O)c2oc3ccccc3c2NC(=O)c2cccc(OC)c2)cc1,3%
Cc1ccc([C@H]2C[C@H](n3cc(-c4ccc(F)cc4)nn3)[C@@H](O)CN2C(=O)c2cccs2)cc1,-9%

# Additional compounds:
SMILES,TbPYK inhibitor
COc1ccc(CNC(=O)Cc2csc3nc(-c4ccc(C)cc4)cn23)cc1,0%
COc1ccccc1NC(=O)c1cc2c([nH]c1=O)CC(C)(C)CC2=O,-4%
COc1cccc(NC(=O)CSc2nnc(COc3ccc(Cl)cc3)o2)c1,-7%
COC(=O)c1cc2occc2n1Cc1nc(-c2ccccc2)oc1C,3%
COc1ccc(Oc2ncc3nc(C)c(=O)n(CCc4ccccc4)c3n2)cc1,0%
O=C(CCc1c[nH]c2ccccc12)N1CCN(S(=O)(=O)c2ccc([N+](=O)[O-])cc2)CC1,3%
CC(C)CN(CCNC(=O)c1cn(C)c2ccc(S(=O)(=O)N3CCOCC3)cc2c1=O)CC(C)C,0%
CC(C)(C)n1nnnc1C(C1CC1)N1CCC(n2c(=O)[nH]c3ccccc32)CC1 (stereo unspecified),3%
COc1ccc(OC)c(NC(=O)Cc2coc3ccc(C(C)C)cc23)c1,1%
COc1cc(OC)c(NC(=O)C(C)n2nc(-c3ccc(C)c(C)c3)ccc2=O)cc1Cl (stereo unspecified),-1%
CC1=C(C(=O)N(C)C)CC(CC(=O)NCCc2ccccn2)C(=O)N1CCCN1CCCC1=O (stereo unspecified),-5%
COc1ccc(NC(=O)C2Cc3c(-c4ccccc4Oc4ccccc4)ccnc3O2)cc1OC (stereo unspecified),3%
CC(C)c1ccc(NC(=O)c2cccc3c2C(=O)N(C2CCCCC2)C3)cc1,6%
CC1CCN(S(=O)(=O)c2cc(C(=O)N3CCN(c4cccc(Cl)c4)CC3)n(C)c2)CC1,-1%
CCOCCCNC(=O)c1ccc2nc(CCc3ccccc3)oc2c1,-4%
O=C(COC(=O)Cc1c[nH]c2ccccc12)Nc1cccc(Br)c1,-9%
O=C(C1CC1)N1CCc2cc(Br)cc(S(=O)(=O)Nc3ccc(C(F)(F)F)cc3)c21,5%
CCOC(=O)c1cc(-c2ccccc2)n(CC(=O)Nc2ccc(CC)cc2)c1C,2%
Cc1ccc(Cl)cc1N1CCN(C(=O)c2cccn2-c2nnc(N3CCCC3)s2)CC1,-8%[15.4 µM]
CCn1ccc2cc(S(=O)(=O)N3CCC(C(=O)NCc4cccc(Cl)c4)CC3)ccc21,3%
Cc1ccc(OCC(=O)Nc2ccccc2C(=O)OCc2cc(=O)n3nc(C4CC4)sc3n2)cc1,2%
CCOc1ccc(-n2c(SCC(=O)N3CCOCC3)nc3c([nH]c4ccccc43)c2=O)cc1,3%
CCOc1ccc(CCNC(=O)Cc2ccc(NC(=O)N3CCSc4ncccc43)cc2)cc1,1%[15.4 µM]
CCCCCCCCCCCCCCCCCC(=O)[O][Al],0%
Cc1cc(C)cc(-n2cnc3cc(C(=O)NCCc4ccccc4)ccc32)c1,-3%

# An excerpt of these results, bar-delimited:
compound | TbPYK inhibitor
COC(=O)c1cc2occc2n1Cc1nc(-c2ccccc2)oc1C | 3%
CCn1ccc2cc(S(=O)(=O)N3CCC(C(=O)NCc4cccc(Cl)c4)CC3)ccc21 | 3%

# Later entries
SMILES,TbPYK inhibitor
O=c1cc(-c2ccccc2)oc2c1CCCC2,3%
O=C1NC[C@H](CCCCN2CCN(CCc3ccccc3)C(=O)C2=O)N(Cc2ccccc2)C1=O,-6%
Cc1nnsc1C(=O)Oc1ccc(C#N)cc1,3%
Fc1ccc(-c2nc3c4ccccc4ccn3c2Cc2ccsc2)cc1,2%
CCC(=O)N1CCc2cc(Br)cc(S(=O)(=O)CCC(=O)Nc3ccccc3C)c21,-3%
COc1ccccc1CNC(=O)C1CCN(S(=O)(=O)c2ccc3[nH]c(=O)ccc3c2)CC1,-8%
COc1ccccc1CCn1cnc(-c2ccc(Br)cc2)c1C(C)C,1%
C[C@@H]1CCCCO[C@@H](CN(C)Cc2ccccc2)[C@@H](C)CN([C@H](C)CO)C(=O)c2cc(N(C)C)ccc2O1,-28%
CCOc1ccc2nc(N(Cc3cccnc3)C(=O)c3ccco3)sc2c1,-1%
CC(C)N1CCCC(C)(C(=O)Nc2ccc3c(c2)OCO3)C1 (stereo unspecified),3%
COc1ccc(-c2ccc(CNc3ccc4[nH]c(=O)[nH]c4c3)o2)cc1Cl,0%
C#CCN(CC(=O)OCC)S(=O)(=O)CCNC1CC1,-2%
O=C(c1cccc(Cl)c1)N(Cc1cccc(F)c1)C1CCS(=O)(=O)C1 (stereo unspecified),-2%
Cc1ccc(OCCSc2nc3ccccc3n2CC(=O)N2CCOCC2)c(C)c1,2%
CCOc1ccc(NC(=O)CCNS(=O)(=O)c2ccc3c(c2)CCCC(=O)N3)cc1,-1%

# Assay outcomes deposited in PubChem BioAssay by National Center for Advancing Translational Sciences (NCATS).
